# Bioassay records (PubChem BioAssay)
# UTI89 phage lysis = protection from phage-mediated lysis, alamar blue read-out – E. coli UTI89, K1F phage, bacterial capsule biogenesis inhibitors (AID 488966); E. coli UTI89 K1F phage lysis, alamar blue, 2 h; higher % means a stronger effect; inhibition, % at 100 µM, or IC50 in µM where a hit was titrated; 340,000 compounds, 0.02% hits;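 active means phage lysis inhibition, versus mean bacterial control, above a set limit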;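 further: capsule biogenesis inhibitors block K1F phage lysis so surviving cells raise fluorescence; higher fluorescence means more inhibition of phage lysis; actives were called in the ten point dose series up to 300 µM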
# CSM14.1 death rescue = protection against thapsigargin-triggered cell killing – 384-well, CSM14.1, ATP luminescence, primary screen (AID 1222); CSM14.1 thapsigargin-induced death rescue, ATP luminescence; higher % means a stronger effect; cellular ATP content (survival), % at 20 µM, or EC50 in µM where a hit was titrated; 190,000 tested, under 10 active;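 active means EC50 below 50 µM in the dose-response confirmation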;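 further: death triggered by thapsigargin at about 15 µM added after 2 h compound pretreatment; cell ATP read after overnight thapsigargin exposure of roughly 18 to 22 hours; normalized against plate controls of thapsigargin alone and 5% DMSO vehicle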
# MT stabilizer = microtubule stabilizers in HeLa cells; HeLa tubulin immunostaining HCS, 24 h; share of cells brighter than vehicle mean+2SD; % tubulin-high responders, % at 10 µM; 200,000 compounds, 0.83% hits; AID 2205;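 active means plate Z-score above 3 for both tubulin-high and condensed-nucleus cell shares, with cell loss under 80%, at 10 µM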;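 further: anti alpha tubulin signal scored within the nucleus-defined area of each cell; some results filed as inactive read as strong as hits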
# bCat nuc transl = modulators of beta-catenin nuclear translocation | nuclear translocation activity, % at 5 µM | HeLa beta-catenin nuclear translocation, immunofluorescence imaging | AID 1665 | 190,000 compounds, 0.3% hits;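 active means nuclear translocation activity above 50% at 5 µM, with a well cell count of 50 or more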;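 further: per-cell ratio of nuclear to cytoplasmic median beta-catenin stain intensity; plate controls were DMSO negative control for no effect and GSK-3 inhibitor IX positive control for full effect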
#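 Assay system: human HeLa cells, native beta-catenin; doses: 5 µM primary, 0.02–20 µM confirmation; incubation: compound treatment 24 h, 37°C, 5% CO2; technique: fluorescence imaging of beta-catenin antibody stain plus DAPI; measure: % activation, nuclear-to-cytoplasmic median beta-catenin signal ratio per cell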
# Dynein cargo inh = dynein cargo transport inhibition | 3617.4 mouse cells, GR-EGFP nuclear translocation imaging; test concentration mostly 20 µM; stimulated with dexamethasone, 1 µM; active compounds read low | z-score, hits read low | 220,000 compounds, 0.47% hits;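 active means plate z-score of nuclear minus cytoplasmic receptor signal below a set negative limit, without overly bright fluorescence or cell loss, cut at about -3.5 in these data, passing the limit was not always enough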;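 further: z-score of nuclear minus cytoplasmic ring GR-EGFP intensity difference per well; some compounds called inactive have numbers as strong as hits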
#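 Also added – dexamethasone, 1.0 µM final · Buffer or medium – tet-free, stripped-serum medium · Schedule – induction 48 h, compound 1 h, agonist 30 min · Detection – formaldehyde fixation, Hoechst nuclear stain, 10x automated fluorescence imaging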
# M17LAP inhibition = P. falciparum M17LAP inhibitors, primary screen, biochemical, fluorogenic H-Leu-NHMec substrate, 1536-well (AID 1619). recombinant M17LAP, H-Leu-NHMec fluorogenic kinetic assay; higher % means a stronger effect. inhibition, % at 30 µM; hits with a dose series show IC50 in µM. 220,000 compounds, 0.38% hits;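 active means compound inhibiting the enzyme by more than half at any dose during confirmatory dose-response retesting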;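 further: plate controls were full reaction with DMSO carrier for no effect and no enzyme background for full effect; strong numbers were not always called active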
# Insulin prom up = MIN6 insulin promoter up-regulation; AID 1625; z-score at 5 µM; MIN6 insulin promoter-GFP reporter, high-content imaging; active compounds read high; 190,000 compounds, 0.3% hits;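 active means z-score above 3 at 5 µM with at least 500 cells counted in the well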
# Autophagy HCS = autophagy modulation, high-content screen; AID 463193; 190,000 compounds, 0.98% hits; MEF GFP-LC3 puncta imaging; test concentration mostly 10 µM; calls only at 10 µM (by protocol);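 active means percentage of spot-positive cells more than 3 SD above its plate mean, without a fluorescence outlier flag or 80% toxicity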;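 further: spot-positive cell cutoff set from DMSO-treated cells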
# P. falciparum M1AAP = malaria alanyl aminopeptidase activity blockers – biochemical, fluorogenic H-Leu-NHMec substrate, 1536-well (AID 1445) | recombinant M1AAP, H-Leu-NHMec fluorogenic kinetic assay; higher % means a stronger effect | inhibition, % at 30 µM; hits with a dose series show IC50 in µM | 220,000 compounds, 0.42% hits;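 active means primary inhibition above the hit cutoff, then over 50% inhibition at one or more dose response concentrations, cut at about 23% in these data, passing the limit was not always enough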;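 further: plate controls were DMSO full reaction for no effect and no enzyme background for full effect; strong numbers were not always called active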
# Dynein cargo inh cytoplasmic EGFP = further read-out of Dynein cargo inh, marked with its call; z-score; measured here: cytoplasmic GR-EGFP intensity; active compounds read high
# Dynein cargo inh nuclear GR-EGFP = also measured in Dynein cargo inh; calls as there; z-score; measured here: nuclear GR-EGFP intensity;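 lower value marks the stronger effect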
# Dynein cargo inh cell count = further read-out of Dynein cargo inh, marked with its call; z-score; measured here: cell count per field
# Insulin prom up cell count = recorded beside Insulin prom up, whose call it bears; cell count; measured here: cytotoxicity, nuclei count;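 total cells summed across four imaged fields per well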
# bCat nuc transl cell count 5 µM = recorded beside bCat nuc transl, whose call it bears; cell count; measured here: cell count, cytotoxicity flag
# MT stabilizer Hoechst-high % = second read-out of MT stabilizer, no call of its own (marks repeat the call); % Hoechst-high responders; measured here: nuclear condensation Hoechst responders;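 share of cells brighter than vehicle mean plus two SD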
# MT stabilizer cytotoxicity % = further read-out of MT stabilizer, marked with its call; toxicity, %; measured here: cytotoxicity by cell density;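 0% = mean cell density of plate MIN control wells and 100% = no cells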
# Autophagy HCS cell loss 18 h = further read-out of Autophagy HCS, marked with its call; toxicity, %; measured here: cell loss, nuclei count;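 cell loss after 18 h compound exposure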
# * marks the source's active call; other numbers are inactive results; i = inactive; . = not tested or not shown; + = active, no number; [ ] = dose if it differs, or a comment.
SMILES,UTI89 phage lysis,CSM14.1 death rescue,MT stabilizer,MT stabilizer Hoechst-high %,MT stabilizer cytotoxicity %,bCat nuc transl,bCat nuc transl cell count 5 µM,Dynein cargo inh,Dynein cargo inh cytoplasmic EGFP,Dynein cargo inh nuclear GR-EGFP,Dynein cargo inh cell count,M17LAP inhibition,Insulin prom up,Insulin prom up cell count,Autophagy HCS,Autophagy HCS cell loss 18 h,P. falciparum M1AAP
CCCc1nc2ccc(NC(C)=O)cc2c(=O)n1Cc1ccc(Cl)cc1,-1.9%,0.0%,2.7,2.9,12,.,.,-1.2,-0.35,-0.7,1.4,8%,.,.,i,6,7%
C=CCOC(=O)/C(=C\c1ccccc1)NC(=O)c1ccc(C)cc1,-0.1%,-0.2%,5.6,2.9,7.5,0.3,1563,-0.71,-0.32,-0.28,0.89,3%,-0.5,1478,i,4,3%
O=C(Nc1cccc(NC(=O)c2ccco2)c1)c1ccc2c(c1)OCCO2,-0.2%,-1.9%,2.2,0.1,3.3,-0.8,1492,1.9,-0.22,0.36,-0.72,13%,-0.4,1617,i,-17,2%
COc1ccc2cc(S(=O)(=O)N3CCN(C)CC3)ccc2c1,-2.4%,3.5%,4.7,2.8,5.5,-3.8,1118,0.3,-0.21,-0.051,0.15,-1%,.,.,i,9,7%
C=CCn1c(SCC(=O)NC(=O)c2cccn2C)nc2ccccc2c1=O,0.3%,-1.7%,2.7,1.8,6.3,1.4,1022,-0.6,0.016,-0.16,0.37,-2%,-0.43,1225,i,19,5%
O=C(CNC(=O)c1ccccc1)OCc1nnc(-c2ccc(Cl)cc2)o1,-0.3%,-1.0%,3.2,2.2,5.1,-1.9,1072,-0.41,0.48,0.12,-0.6,1%,-0.13,1344,i,-7,-1%
O=Cc1cn(-c2ccccc2)nc1-c1cc2cc(O)ccc2oc1=O,2.0%,1.9%,1.0,0.7,7.5,-0.5,1162,-0.34,-0.24,0.41,1.3,-11%,.,.,i,34,-3%
COc1ccc(C(=O)N2CCc3cc(OC)c(OC)cc3C2)cc1OC,0.4%,-0.6%,3.3,1.3,5.1,-2.5,878,-0.36,-0.23,-0.021,0.4,1%,0.74,1397,i,42,0%
Cn1cc(Cl)c(-c2n[nH]c(=S)n2C2CCCCC2)n1,2.8%,-0.5%,0.6,2.5,14,1.9,494,-0.23,-0.16,0.65,-0.5,11%,.,.,i,3,17%
c1ccc(-c2noc(CN3CCN(c4cnccn4)CC3)n2)cc1,-3.0%,1.8%,3.0,1.9,6.4,3.0,1007,-0.8,-0.27,-0.41,1.4,0%,0.19,1393,i,23,8%
O=C(NC(c1ccccc1)c1ccccc1)C1(c2cccs2)CCOCC1,0.3%[50 µM],-1.5%,3.4,2.3,2.3,-1.9,531,0.45,-0.21,0.25,0.053,-5%,-0.38,1374,i,0,8%
Cn1c(SCC(=O)NCc2ccc3c(c2)OCO3)nnc1-c1cc2ccccc2cc1O,-0.1%,-1.0%,3.0,2.3,8.3,.,.,-0.73,-0.21,-0.46,1.4,-3%,.,.,i,-12,7%
O=[N+]([O-])c1ccc(N/N=C/c2sc(N3CCOCC3)nc2-c2ccccc2)c(S(=O)(=O)Nc2ccccc2Cl)c1,-0.2%,2.7%,8.5,3.6,9.7,4.1,491,-3.5,34,2.9,-0.35,-1%,.,.,+,8.4*,0%
Cc1ccc(NC(=O)CCCSc2nc3ccccc3[nH]2)cc1,0.3%,-1.2%,4.8,1.4,2.7,.,.,2.7,-0.022,1.2,-2.1,0%,-0.29,1511,i,21,4%
Cc1cc(NC(=O)CCC2CCCCC2)no1,-1.6%,2.1%,2.7,3.1,12,-1.3,1211,-0.88,-0.28,-0.32,0.4,11%,.,.,i,7,-1%
CCOc1ccc(NC(=O)c2ccc(Br)o2)c([N+](=O)[O-])c1,0.4%,1.1%,3.2,1.2,1.8,1.0,1416,0.15,-0.013,0.67,-0.32,-3%,1.6,1375,i,-16,-3%
Cc1cc(OC(=O)c2c(Cl)cc(Cl)cc2Cl)nc(C)n1,0.6%,-1.9%,3.4,2.6,6.2,4.9,1432,0.21,0.24,0.52,0.96,17%,1.4,1321,i,-16,-2%
COc1cc(OC)c(CN2CCN(c3ccc(F)cc3)CC2)cc1Br,-0.2%,3.0%,3.4,2.4,10,1.3,1136,-1.4,-0.23,-0.39,1.3,9%,-1.2,931,i,14,-9%
NNC(=O)C12CC3CC(C1)CC(n1ncnn1)(C3)C2,8.2%,-2.4%,1.3,3.3,5.6,.,.,0.098,-0.27,0.18,-0.46,4%,0.32,1269,i,-8,3%
Cc1ccc(-c2cc(C(=O)Nc3ccccn3)c3ccccc3n2)o1,-0.2%,-0.9%,2.8,3.0,3.4,-4.4,1094,-0.64,-0.16,-0.45,-0.23,-9%,-0.36,1546,i,-13,7%
O=C(Nc1ccc(F)cc1)c1cccnc1N1CCCCC1,1.5%,-1.7%,2.5,1.9,7.8,.,.,1.4,-0.12,0.74,0.29,6%,.,.,i,-5,7%
Cc1nc(-c2coc3c(CN(C)C)c(O)ccc3c2=O)cs1,-0.2%,0.8%,1.2,1.3,8.2,.,.,-1.2,-0.046,-0.74,1.6,-59%,0.03,900,i,16,3%
COc1cc(CCC(=O)OCC(=O)NC(=O)c2ccc(Cl)cc2)cc(OC)c1OC,-0.6%,-1.1%,3.3,2.2,9.2,0.0,1008,0.99,-0.15,0.11,0.011,-2%,-0.47,1045,i,15,3%
CCOc1cc(C#N)c(NC(=O)c2cccnc2Cl)cc1OCC,-0.2%,0.3%,3.0,1.6,4.4,-2.6,902,-0.52,-0.15,-0.4,-0.071,9%,0.52,1524,i,1,4%
COc1ccc(CCN2CC(C(=O)Nc3ccc4c(c3)OCO4)CC2=O)cc1OC (stereo unspecified),0.3%,-1.6%,2.8,1.7,7.1,-2.0,1083,-0.3,-0.26,-0.39,1.3,4%,1.7,1211,i,-1,3%
CCOc1cc(/C=N/NC(=S)Nc2ccccc2C(F)(F)F)ccc1OCC(=O)N1CCOCC1,-0.7%,8.0%,8.2,2.9,0.6,0.1,963,0.038,-0.17,0.83,-0.49,0%,.,.,i,3,12%
CCOc1ccccc1NC(=S)Nc1ccc(S(N)(=O)=O)cc1,-0.4%,0.4%,6.0,1.9,7.5,-3.5,1057,-0.13,-0.33,-0.17,0.86,-3%,-1.3,1500,i,-41,1%
Cc1cc(NC(=O)C2CC(c3ccc(F)cc3)=NO2)no1 (stereo unspecified),-1.2%,-0.1%,7.6,1.0,6.0,.,.,1.8,-0.18,1.1,-0.58,-5%,1,1041,i,20,-3%
O=C(c1nc2ccccn2c1CNCCCn1cccn1)N1CCCC1,0.1%,0.8%,3.7,1.4,2.5,-1.7,1024,0.053,-0.28,0.25,0.43,1%,0.13,1483,i,13,6%
O=c1cc(NCC2CCCO2)[nH]c(=O)n1-c1ccc(Cl)cc1 (stereo unspecified),0.3%,1.7%,2.9,1.6,2.5,-0.3,1187,0.33,-0.0091,0.62,-0.046,3%,0.58,1254,i,-3,-5%
Cc1cccc(C)c1OCC(=O)N(Cc1ccc(N(C)C)cc1)C1CCS(=O)(=O)C1 (stereo unspecified),0.7%,.,.,.,.,-0.6,1379,0.87,-0.25,0.3,-0.36,-5%,-0.61,1203,.,.,-1%
COc1ccc(C(=O)OCC(=O)c2c(N)n(C)c(=O)n(C)c2=O)cc1OC,0.0%,-0.6%,6.3,2.5,9.0,-1.2,1020,0.25,-0.24,0.35,1.1,-1%,-0.18,1283,i,-10,5%
CN1CCN(CC(=O)N2c3ccccc3C(C)(c3ccccc3)CC2(C)C)CC1 (stereo unspecified),0.6%,0.1%,1.4,0.3,13,1.2,874,-0.41,0.079,-0.11,0.33,0%,0.02,1789,i,25,0%
CC(C)C(=O)Nc1nc2cc3c(cc2s1)OCCO3,0.2%,.,.,.,.,0.0,1223,0.032,-0.093,0.5,-2,-2%,-0.32,1144,.,.,0%
CN(Cc1ccccc1Cl)C(=O)c1cnccc1C(F)(F)F,0.5%,.,.,.,.,1.5,1062,0.39,-0.26,-0.032,0.18,-2%,-0.07,1383,.,.,-5%
CCOC(=O)Cn1c(=O)oc2cc(S(=O)(=O)N(CCN(C)C)Cc3ccccc3)ccc21,4.6%,2.0%,1.8,1.1,6.4,-5.1,1025,-0.56,-0.22,-0.16,0.64,-4%,-0.18,1193,i,7,2%
CC(=O)c1ccc(N2CCN(Cc3nc(Cc4ccccc4)no3)CC2)cc1,0.2%,5.2%,2.1,1.1,5.5,-0.6,937,-0.59,0.44,-0.046,0.95,.,-0.1,1615,i,1,.
COCCN(C(=O)Nc1ccccc1)c1ccccc1C,0.1%,-0.4%,2.3,1.7,8.3,1.1,1251,0.74,-0.27,0.78,-0.54,1%,-0.54,1060,i,0,9%
COC(=O)[C@H](C)NC(=O)NCCC1=CCCCC1,0.9%,.,.,.,.,0.0,1282,1.1,-0.27,0.31,-0.39,4%,-0.41,1435,.,.,-1%

# The order is random; about 2.9% have a hit in one of these screens.
